MITF primary: blocks human microphthalmia-associated transcription factor; O75030; AlphaScreen MITF homodimerization, bead proximity signal; inhibition, % at 2.6 µM; 650,000 tested, 0.91% active; AID 1259374; in the data active = inhibition above about 50%;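 note: 0% = vehicle wells with protein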
Target sequence (O75030 whole entry, looked up): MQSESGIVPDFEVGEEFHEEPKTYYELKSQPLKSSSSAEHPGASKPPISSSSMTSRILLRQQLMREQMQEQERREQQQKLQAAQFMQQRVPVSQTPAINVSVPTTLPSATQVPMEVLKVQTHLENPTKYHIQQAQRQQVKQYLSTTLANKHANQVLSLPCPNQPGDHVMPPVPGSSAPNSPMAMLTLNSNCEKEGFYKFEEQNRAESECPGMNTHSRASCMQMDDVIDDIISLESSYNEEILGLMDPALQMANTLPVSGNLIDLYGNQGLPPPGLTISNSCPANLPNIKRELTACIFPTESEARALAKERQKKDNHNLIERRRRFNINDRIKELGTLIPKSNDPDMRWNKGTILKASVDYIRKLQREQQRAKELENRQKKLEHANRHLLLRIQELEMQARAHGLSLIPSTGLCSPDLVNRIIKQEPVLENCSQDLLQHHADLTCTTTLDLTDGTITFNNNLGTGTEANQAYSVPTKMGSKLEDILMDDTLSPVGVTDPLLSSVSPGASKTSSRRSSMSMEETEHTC
FBW7 act: human FBW7 E3 ligase activation, primary screen. Q969H0. AlphaScreen FBW7–phospho-cyclin E peptide binding, activator screen. normalized activity (activation), % at 26.1 µM. 650,000 tested, 0.13% active. AID 1259310; in the data active = normalized activity above about 1.9%;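 note: purified mutant Fbw7 with reduced substrate affinity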
GPR151 activ: activators of human GPR151 | PathHunter beta-arrestin GPR151 cells, luminescence | activation, % at 11.2 µM | 650,000 tested, 1% active | AID 1508602; in the data active = activation above about 4.9%;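 note: 0% = median of compound wells and 100% = cells with positive control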
Target sequence (Q8TDV0 whole entry, looked up): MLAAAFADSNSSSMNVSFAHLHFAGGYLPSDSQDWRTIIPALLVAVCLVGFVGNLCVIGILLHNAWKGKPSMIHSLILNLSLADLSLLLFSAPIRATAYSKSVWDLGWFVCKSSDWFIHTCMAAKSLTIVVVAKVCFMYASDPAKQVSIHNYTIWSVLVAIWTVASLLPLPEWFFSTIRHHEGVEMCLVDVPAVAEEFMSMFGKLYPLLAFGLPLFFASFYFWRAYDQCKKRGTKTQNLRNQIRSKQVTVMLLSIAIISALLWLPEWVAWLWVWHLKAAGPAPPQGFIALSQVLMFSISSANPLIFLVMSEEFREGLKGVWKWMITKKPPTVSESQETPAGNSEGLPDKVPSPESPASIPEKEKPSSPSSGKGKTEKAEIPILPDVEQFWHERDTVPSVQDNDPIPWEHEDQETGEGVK
TEAD-YAP inh: TEAD-YAP interaction inhibition | HEK-TIYL cells, TEAD-Gal4/YAP UAS-luciferase luminescence | inhibition, % at 9.12 µM | 640,000 tested, 1.4% active | AID 1259422; in the data active = inhibition above about 32%;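 note: 0% = median of test compound wells and 100% = reference inhibitor wells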
Starred values were filed as active, the others as inactive.

SMILES	MITF primary	GPR151 activ	FBW7 act	TEAD-YAP inh
O=C(NCC1COc2ccccc2O1)c1ccc(CN2CCc3ccccc3C2)[nH]c1=O (configuration not stated)	3.1	-0.2	0.0	0.8
COCC(C)NCC(O)COc1ccc(-c2ccccc2)cc1 (configuration not stated)	14.6	3.1	-0.2	-6.4
CCS(=O)(=O)c1ccc2oc(=O)c(/C=C(\O)c3ccccc3)nc2c1	14.9	1.8	-0.1	-54.4
Oc1oc(-c2ccccc2Br)nc1C=Nc1ccc(Br)cn1	3.0	-0.7	-0.1	1.5
CC(=O)NC(c1ccco1)c1c(OC(=O)C2CCCCC2)ccc2ccccc12 (configuration not stated)	-2.5	0.2	-0.1	5.5
Cc1ccc(-n2nc3cc(C)c(NC(=O)c4ccc([N+](=O)[O-])cc4Cl)cc3n2)cc1	2.4	0.5	1.1	2.0
CCOC(=O)c1cc(NC(=O)c2cnccn2)cc(C(=O)OCC)c1	-3.2	-0.4	-0.5	-3.2
N/C(=N\OC(=O)CCC1CCCC1)c1ccc(Br)cc1	1.7	-0.1	0.1	11.7
O=C(CCS(=O)(=O)c1nc(-c2ccc3c(c2)OCO3)cc(C(F)(F)F)n1)Nc1ccc(F)c(Cl)c1	9.2	-1.0	0.1	-39.0
CC(C)Cn1c(=O)[nH]c2ncc(-c3ccsc3)nc21	17.6	4.1	0.2	6.1
CN(C)c1ccc(N=Cc2ccc(N3CCOCC3)cc2)cc1	-0.3	-0.6	-0.1	-4.1
CCCSc1ncc(Cl)c(C(=O)Nc2ccc(S(N)(=O)=O)cc2)n1	4.6	-0.8	-0.1	11.8
Cc1cc(NCCCN2CCCC2=O)nc(N2CCc3ccccc3C2)n1	11.5	2.7	0.0	-7.3
CCN(CC)C(=O)C1CCCN(c2nc(NCc3cccnc3)c3ncn(C4CCCCC4)c3n2)C1 (configuration not stated)	16.9	-2.0	0.2	-2.9
CCOC(=O)c1cc(C)sc1NC(=O)c1ccccc1OC	10.1	-0.4	0.3	12.8
COc1ccc2c(c1)c(=O)oc1cc(OC(C)C(=O)O)ccc12 (configuration not stated)	5.3	-2.3	0.1	10.0
O=C(Oc1ccc(/C=C/c2ccncc2)cc1)c1ccncc1	-3.8	-6.8	-0.3	47.9*
Cc1ccc(N2C(=O)c3cccc4cccc2c34)cc1	-11.3	-0.2	1.2	-42.8
O=C(N/N=C/c1ccccc1F)c1cc(-c2ccccc2)n[nH]1	12.0	1.7	0.1	-0.3
NC(=O)c1ccccc1NC(=O)c1ccc(COc2ccccc2)cc1	-2.6	-0.6	0.0	-19.4
Cc1cc(C)c(S(=O)(=O)N2CCCCC2)c(C)c1	-3.6	-0.4	0.1	-7.1
COc1ccc(-n2nc3cc(C)c(NC(=O)COc4cccc(C)c4)cc3n2)cc1	-4.2	-0.8	-0.1	5.2
CC(C(=O)Oc1ccc(Cl)cc1)N1C(=O)c2ccccc2C1=O (configuration not stated)	-4.7	-2.5	0.3	-6.0
Cc1cc(Nc2nc3ccccc3n3nnnc23)ccc1Br	2.7	-0.4	1.2	-1.1
CCOc1ccccc1N1CCN(S(=O)(=O)c2ccc(OC)c(OC)c2)CC1	-4.7	0.2	0.0	-6.4
Cc1nc(N2CCN(C)CC2)c2c(C)c(C(=O)NCC3CCCO3)sc2n1 (configuration not stated)	-1.0	-0.2	-0.1	-14.3
O=C(Nc1cc(Cl)cc(Cl)c1)c1cc(S(=O)(=O)N2CCN(c3ccccc3)CC2)ccc1F	10.7	1.1	-0.1	8.8
Cc1cc(-c2ccc(/C=C3/Sc4ccccc4C3=O)o2)c(C)c([N+](=O)[O-])c1	6.1	-0.4	0.2	4.6
OC(CNCc1cccnc1)COc1ccc(-c2ccccc2)cc1 (configuration not stated)	40.4	-0.5	-0.1	-11.0
COc1ccc(CNn2c(-c3cc(OC)c(OC)c(OC)c3)nc3ccccc3c2=O)cc1OC	-0.8	1.9	0.0	1.4

Three compounds from above, reduced to MITF primary.
SMILES,MITF primary
Cc1cc(Nc2nc3ccccc3n3nnnc23)ccc1Br,2.7
CCOC(=O)c1cc(NC(=O)c2cnccn2)cc(C(=O)OCC)c1,-3.2
CCN(CC)C(=O)C1CCCN(c2nc(NCc3cccnc3)c3ncn(C4CCCCC4)c3n2)C1 (configuration not stated),16.9

Some of these compounds in order of number of heavy atoms, rising:
SMILES	MITF primary	GPR151 activ	FBW7 act	TEAD-YAP inh
CC(C)Cn1c(=O)[nH]c2ncc(-c3ccsc3)nc21	17.6	4.1	0.2	6.1
O=C(N/N=C/c1ccccc1F)c1cc(-c2ccccc2)n[nH]1	12.0	1.7	0.1	-0.3
OC(CNCc1cccnc1)COc1ccc(-c2ccccc2)cc1 (configuration not stated)	40.4	-0.5	-0.1	-11.0
CCN(CC)C(=O)C1CCCN(c2nc(NCc3cccnc3)c3ncn(C4CCCCC4)c3n2)C1 (configuration not stated)	16.9	-2.0	0.2	-2.9

(more compounds)
SMILES	MITF primary	GPR151 activ	FBW7 act	TEAD-YAP inh
COc1cc(C)nc(N2CCc3ccccc32)n1	8.8	1.6	0.1	-5.5
COc1ccc(N2CCN(CC(=O)Nc3ccccc3Br)CC2)cc1	13.9	-0.4	-0.1	-3.9
Cc1ccsc1C(=O)NCc1cccs1	-7.2	4.7	0.0	-8.0
FC(F)(F)c1cccc(CNc2ccnc(NC3CCN(Cc4ccccc4)CC3)n2)c1	6.1	-0.7	-0.1	17.3
Cc1nnc(N/N=C/c2ccc(Cl)c([N+](=O)[O-])c2)n1N	16.0	-0.5	-0.3	-4.6
COc1cc(/C=N/NC(=O)c2cccc(Br)c2)ccc1O	-2.5	-1.3	0.0	-17.8
O=C1CC(N2CCN(C/C=C/c3ccccc3)CC2)C(=O)N1Cc1cccs1 (configuration not stated)	-6.8	-0.7	-0.1	6.7
CCC1CCCCN1C(=O)c1sc2ncnc(N3CCN(c4ccccc4)CC3)c2c1C (configuration not stated)	4.9	0.2	-0.5	-2.9
O=c1c2ccccc2nc(SC/C=C/c2ccccc2)n1-c1ccccc1	1.0	-0.4	0.0	-12.5
CCN(C(=O)c1cc(Cl)ccc1OC)c1ccccc1	-5.2	1.5	-0.1	-6.5
O=S(=O)(NCCOc1ccc(-c2ccccc2)nn1)c1ccc(Cl)cc1	-4.7	0.3	-0.1	2.9
CCSc1nnc(-c2cccnc2)n1-c1ccccc1C	0.0	4.7	0.1	-0.8
Cc1c(C(=O)NCc2ccc(F)cc2)sc2ncn(Cc3ccccc3F)c(=O)c12	14.3	-1.4	0.6	6.0
Cc1ccc(-c2nc3cnccn3c2NCc2ccc3c(c2)OCO3)s1	-7.0	0.6	0.0	-15.3
CCOc1ccc(C2NC(=O)NC(C)=C2C(N)=O)cc1OC (configuration not stated)	14.5	-0.7	0.0	-3.6
COc1ccc(NS(=O)(=O)c2ccc(NC(=O)c3ccc(O)cc3)cc2)nn1	-1.3	-1.4	-0.1	3.9
COc1ccc(S(=O)(=O)n2c(SCC(=O)Nc3ccc(NC(C)=O)cc3)nc3ccc(OC)cc32)cc1	6.9	-0.5	0.1	-9.2
O=C(CCSc1ccc(Cl)cc1)Nc1ccc(S(=O)(=O)N2CCCCC2)cc1	-9.6	-0.5	0.0	6.7
CCNC(=O)C(=O)NCC1OCCCN1S(=O)(=O)c1cc(F)ccc1F (configuration not stated)	2.9	2.3	-0.1	2.9
O=C(Nn1c(-c2ccc(Br)cc2)nc2ccccc2c1=O)c1cc(-c2ccccc2)nc2ccccc12	17.0	-1.8	-0.2	-4.9
CN(C)C(=O)CSc1ncnc2c1sc1nc3ccccc3cc12	-17.6	-0.8	0.1	-11.3
CCOc1ccc(CNCc2c(C(=O)O)c(C)n(Cc3ccc(F)cc3)c2C)cc1OC	20.3	0.9	-0.1	15.1
CNC(=S)Nc1ccc(I)cc1	-6.1	-0.4	-0.1	-6.5
CC(=O)Oc1ccc(C(=O)Cc2cccc3cccnc23)c(O)c1	2.4	-1.9	-0.3	1.4
FC(F)(F)c1ccccc1CN1CCOCC1	76.9*	0.5	0.3	8.0
CCOC(=O)C1CCCN(CCC(=O)Nc2cc(C)cc(C)c2)C1 (configuration not stated)	-21.9	-0.6	0.3	-3.7
COc1ccc(Oc2coc3cc(OC(=O)c4ccccc4Cl)ccc3c2=O)cc1	-3.8	-0.9	-0.1	-1.7
COc1ccc(CC(=O)N2CCC3(CC2)OCc2cccc(OC)c2O3)cc1	12.0	0.3	0.3	1.2
CCOc1ccc(C(=O)N(c2ccccc2CC)C2C=CS(=O)(=O)C2)cc1OCC (configuration not stated)	-2.1	0.7	0.1	-1.4
COc1ccc(CNC(CC(=O)c2ccc(Br)cc2)C(=O)O)cc1 (configuration not stated)	4.7	-0.3	-0.1	0.5
CCC(=O)N(Cc1ccco1)Cc1cc2cccc(C)c2n2nnnc12	-1.7	-0.7	-0.2	0.1
COc1cc(Cl)c(C)cc1NC(=O)Cn1cnc2sc(C)c(C)c2c1=O	-13.5	0.1	-0.2	1.6
CC1CC(C)CN(S(=O)(=O)c2ccc(F)c(C(=O)Nc3cc(Cl)ccc3Cl)c2)C1 (configuration not stated)	19.4	-0.8	0.1	5.3
CCOc1ccccc1CNc1ccc(O)cc1	17.6	-0.6	-0.2	4.9
COc1ccc2c(c1)c(=O)oc1c(C)c(OCC(=O)NC3CC3)ccc12	3.0	-0.4	-0.3	-0.1
CCN1CCN(CCOc2ccc(Cl)cc2)CC1	28.1	-0.6	-0.2	6.5
O=S(=O)(Nc1cccc2ccccc12)NC1CCCCC1	-1.2	-0.8	0.3	-6.5
O=S(=O)(c1ccccc1)N1CCCC(c2nc(-c3ccc(F)cc3)no2)C1 (configuration not stated)	30.3	-0.6	-0.1	-1.6
O=C(NCCCN1CCCC1=O)c1ccc(-c2cccs2)s1	19.1	0.8	0.0	5.5
COc1cccc(NC(=O)c2sc(NC(=O)/C=C/c3ccccc3)nc2C)c1	-8.0	-0.7	0.0	55.4*
COc1cc(Cl)c(S(=O)(=O)n2c([N+](=O)[O-])cnc2C)cc1Cl	-17.7	0.2	-0.1	15.5
CC1=C(C(=O)Nc2cccc(C)c2C)C(c2cccc3ccccc23)NC(=S)N1 (configuration not stated)	-1.7	-0.4	0.1	24.4
COc1ccc(/C=N\NC(=O)CSc2nc(C)cc(C)n2)c(OC)c1OC	6.0	0.1	-0.1	-7.5
CC1CCCC(C)N1Cn1ncn(C)c1=S (configuration not stated)	-6.0	0.4	0.0	-6.8
O=C(CCc1cccnc1)NCc1nnc2n1CCN(Cc1ccc(F)cc1)CC2	2.0	1.1	-0.1	6.9
COc1cc(OC)cc(C(=O)Nc2nc3ccc(NC(C)=O)cc3s2)c1	9.2	-2.9	0.0	-16.9
Cc1cc(C)nc(Nc2ccc3c(c2)OCCO3)n1	24.5	-4.0	0.0	-40.0
COc1cc(OC)c(NC(=O)Cc2ccc(C)cc2)cc1Cl	1.2	-1.1	-0.3	3.9
N=C1c2ccccc2CN1NC(=O)c1ccc2ccccc2n1	6.6	2.7	-0.6	2.2
CC(C)[C@H](NS(=O)(=O)c1ccc2c(c1)OCCO2)C(=O)OCC(=O)Nc1ccccc1	-2.1	3.3	-0.2	-5.3
CCCCn1c(SCc2ccc(Cl)cc2)nc2c(sc(=S)n2-c2ccccc2OC)c1=O	3.8	-0.1	-0.2	-3.7
CN(C)c1ccc(N2C(=O)c3ccccc3NC2c2ccccc2Cl)cc1 (configuration not stated)	-16.5	1.1	-0.1	-16.3
CCOc1cccc(C(=O)Nc2cc(-c3nc4ccccc4[nH]3)ccc2C)c1	0.8	-0.2	-0.1	-13.3
Cc1cccc2cc(CC3CC(c4ccc(Br)cc4)=NN3C(=O)CCC(=O)O)c(=O)[nH]c12 (configuration not stated)	16.3	-0.2	0.5	1.7
Cc1ccc(S(=O)(=O)N2CCN(c3ccc(C(F)(F)F)cc3[N+](=O)[O-])CC2)cc1	7.7	-0.4	0.0	0.7
C[C@]12NC(=S)NC(c3cc(Br)ccc3O1)C2C(=O)Nc1ccccc1 (some centres not stated)	11.7	-0.5	0.8	16.4
O=C(CN1CCN(Cc2ccc3c(c2)OCO3)CC1)c1ccc(Cl)cc1	0.3	0.9	-0.2	0.3

Source: PubChem (The Scripps Research Institute Molecular Screening Center)
